Tau fluor counter: counter-screen for tau fibril formation inhibitors; 280,000 compounds, 0.93% hits; tau K18 P301L Alexa594 fluorescence, heparin fibrillization; Potency, µM (series often up to 57.7 µM), for inactives: at the top dose activity change, negative = decrease; note: % is set by controls: 0 for no effect and ±100 for the full control effect; nearly all actives have a fitted effect of over 55% in size
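Human tau K18 P301L (15 uM unlabeled, 0.24 uM Alexa 594-labeled) in 100 mM sodium acetate pH 7 with 20 uM heparin, 6 hr at 37 C. ThT 30 uM added, 1 hr ambient; Alexa 594 FP and total fluorescence read at 555/632 nm.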
aGlu spleen mod: inhibits or activates alpha-glucosidase in human spleen homogenate. Potency, µM (series often up to 79.9 µM), without a hit: top-dose activity change, negative = inhibition, usual class: inhibitors. AID 2112. human spleen homogenate, 4-MU-alpha-glucoside fluorescence. 240,000 compounds, 0.006% hits;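 note: 0% = enzyme with vehicle and -100% = no enzyme basal signal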
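AC50 values come from Hill-equation fits of concentration-response data, normalized to no-enzyme and full-activity controls. Enzyme source: 1 ug human spleen homogenate; 1 mM fluorogenic 4-MU glucoside, pH 5.0 citrate buffer, 37 C, 40 min.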
NPSR antag: blocks cAMP signaling of the human neuropeptide S receptor. AID 1461. CHO-NPSR cells, cAMP TR-FRET, antagonist mode. Q6W5P4. Potency, µM (titrated, usually from 38.3 µM), inactives show top-dose activity change, negative = inhibition, most hits filed as inhibitors. 220,000 compounds, 1% hits; note: % is set by controls: 0 for no effect and ±100 for the full control effect; nearly all actives have a fitted effect of over 50% in size; many of its hits are not listed in these tables
Target sequence (Q6W5P4 whole entry, looked up): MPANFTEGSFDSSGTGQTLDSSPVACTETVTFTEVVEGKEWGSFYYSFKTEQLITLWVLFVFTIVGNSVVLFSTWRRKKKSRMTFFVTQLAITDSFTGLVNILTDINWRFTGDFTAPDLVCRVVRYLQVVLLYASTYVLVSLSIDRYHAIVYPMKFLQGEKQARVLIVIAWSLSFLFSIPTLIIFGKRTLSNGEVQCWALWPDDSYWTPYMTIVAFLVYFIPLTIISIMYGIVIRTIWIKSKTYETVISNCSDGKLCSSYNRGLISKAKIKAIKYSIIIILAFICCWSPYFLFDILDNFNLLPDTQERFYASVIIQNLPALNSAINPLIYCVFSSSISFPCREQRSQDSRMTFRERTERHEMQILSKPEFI
GAA glycogen: GAA glycogen-cleavage inhibition or activation | P10253 | recombinant GAA, glycogen substrate, Amplex Red glucose oxidase fluorescence | Potency, µM (series often up to 76.4 µM), without a hit: at the highest dose activity change, negative = inhibition, hits mostly inhibitors | 300,000 compounds, 0.38% hits | AID 2100;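 note: 0% = full enzyme reaction and -100% = no-enzyme basal signal; the screen sought inhibitors and activators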
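qHTS, 1536-well; enzyme 4 nM final; cpd up to 77 uM; substrate bovine liver glycogen 30 ug; 50 mM citrate/phosphate pH 5.0, 0.01% Tween-20; 37 C, 40 min; Amplex Red detection 45 min RT; Hill fit → AC50.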
ALDH1A1 inh: blocks purified human ALDH1A1 activity | P00352 | Purified ALDH1A1, NADH fluorescence, propionaldehyde substrate | Potency, µM (doses to about 75.3 µM), without a hit: at the highest dose activity, negative = inhibition, usual class: inhibitors | 220,000 compounds, 7.3% hits | AID 1030; active = well fitted inhibition curve with a large enough effect, not every such curve was filed as active; inconclusive = small, poorly fitted or top-dose-only effect, or another doubt; inactive = no such curve, though single readings can be large or run the other way;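 note: plate controls were no enzyme wells and a reference inhibitor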
GAA inh: inhibitors of human lysosomal alpha-glucosidase; P10253; purified human GAA, 4-MU-alpha-glucoside fluorescence; Potency, µM (doses to about 76.9 µM), for the others: top-dose activity change, negative = inhibition, usual class: inhibitors; 200,000 compounds, 0.005% hits; AID 1466;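 note: plate controls were uninhibited enzyme wells for no effect and no-enzyme background for full effect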
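Activity normalized between no-enzyme (basal) and enzyme-only wells. Conditions: 4 nM human enzyme, 400 uM fluorogenic substrate, citrate/phosphate pH 5.0 with Tween-20, 20 min room temperature, compounds up to 77 uM.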
Epigenetic derep: regulators of epigenetic silencing causing reporter derepression in mouse cells; murine LDR cells, GFP reporter derepression, 30 h; Potency, µM (doses to about 53.9 µM), for the others: top-dose GFP activation, usual class: activators; 280,000 compounds, 0.2% hits; note: % of control where 0% means no effect; nearly all actives have a fitted effect of over 60% in size
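Murine LDR cells bearing a silenced CMV-driven GFP reporter were exposed to compound for 30 h at 37 C. After PBS washes, GFP-positive cells (20-120 um objects) counted by laser-scanning microplate cytometry.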
GLA spleen mod: inhibits or activates alpha-galactosidase in human spleen homogenate; 240,000 compounds, 0.008% hits; Potency, µM (doses to about 80 µM), for inactives: at the highest dose activity change, negative = inhibition, hits mostly inhibitors; human spleen homogenate, 4MU-alpha-Gal fluorescence, 40 min;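 note: 0% = enzyme with vehicle and -100% = no enzyme basal signal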
Target sequence (P06280 32-429 limits assumed): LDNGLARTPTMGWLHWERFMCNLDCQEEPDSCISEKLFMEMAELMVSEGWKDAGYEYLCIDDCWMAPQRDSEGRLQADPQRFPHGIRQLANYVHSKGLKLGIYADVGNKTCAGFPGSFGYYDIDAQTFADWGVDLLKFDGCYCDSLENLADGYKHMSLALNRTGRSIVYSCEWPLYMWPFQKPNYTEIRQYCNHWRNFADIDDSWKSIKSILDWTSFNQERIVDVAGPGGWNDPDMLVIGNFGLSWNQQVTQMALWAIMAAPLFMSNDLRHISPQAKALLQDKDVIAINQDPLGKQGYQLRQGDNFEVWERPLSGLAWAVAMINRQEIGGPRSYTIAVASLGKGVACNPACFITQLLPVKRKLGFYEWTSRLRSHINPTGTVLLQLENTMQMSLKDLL
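Inhibition or activation of alpha-galactosidase in human spleen homogenate is scored by 4-MU fluorescence after 40 min at 37C, pH 5.0, with 1 mM substrate. AC50s come from concentration-response fitted to the Hill equation.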
* = called active by the depositor; ? = inconclusive; . = not tested or not shown; [ ] = remark or other dose. Unless noted, calls come from the whole dose curve; as a rule, active = well fitted curve in the direction sought with a large enough effect; inconclusive = small, poorly fitted or top-dose-only effect, or another doubt; inactive = no such curve, though single readings can be large; an effect the other way counts as inactive or inconclusive. Potency is the fitted concentration of half-maximal effect.

Start of the listing, in advance:
SMILES	Tau fluor counter	aGlu spleen mod	NPSR antag	GAA glycogen	ALDH1A1 inh	GAA inh	Epigenetic derep	GLA spleen mod
CC(C)(C)NC(=O)CN(C(=O)CS(=O)CC(=O)Nc1ccc(F)cc1)c1ccccc1F (stereo unspecified)	-11%	-1%	-11%	9%	-2%	-12%	1.1%	-22%
CC(=O)Nc1ccc(SCC(=O)Nc2sccc2C#N)cc1	2%	-3%	-5%	-8%	-2%	-2%	1.1%	-5%
O=S(=O)(c1ccccc1)N1CCN(c2nnnn2-c2ccccc2)CC1	-8%	-11%	-13%[46.1 µM]	-4%	-2%	?	-2.4%	-5%
Cc1c(Cl)c([N+](=O)[O-])nn1CC(=O)N1CCN(Cc2ccccc2)CC1	-1%	6%	-3%	-11%	-5%	9%	1.0%	1%
O=S(=O)(c1cccc(C(F)(F)F)c1)N1CCN(C(=S)NCc2ccco2)CC1	-13%	2%	-19%	3%	-4%	-11%	-1.3%	2%
CCOc1ccc(NC(=O)N2CCN(CC)CC2)cc1	-4%	5%	0%[46.1 µM]	5%	1%	-4%	0.9%	4%
CN(C)c1ccc(N=c2sc3ccccc3n2C)cc1	?	-1%	?	11%	2µM*	-9%	-1.5%	1%
Cc1cccc(C)c1NC(=O)NN1C(C)CCCC1C (stereo unspecified)	-3%	-4%	16%	0%	9%	0%	15%	-3%
Cc1nc(NS(=O)(=O)c2ccccc2)sc1NC(=O)Nc1ccc(Cl)cc1	?	3%	3%	?	.	.	0.0%	0%
CCCN1C(=O)c2cc(C(=O)NC3CCCC3)ccc2C1O (stereo unspecified)	0%	1%	-6%[46.1 µM]	3%	?	?	1.8%	-9%
CC(C)(C)C1CCc2c(C(=O)NNC(=O)CCCC(=O)O)csc2C1 (stereo unspecified)	9%	6%	14%	-3%	-3%	1%	-6.1%	2%
COc1ccc(C(=O)NCC(=O)NCC(=O)OCc2ccc(Br)cc2)cc1	-2%	0%	9%	-12%	-5%	11%	1.1%	7%
Cc1cc(C)c[n+](CC(=O)c2ccc(-c3ccccc3)cc2)c1	-8%	2%	33%	-4%	?	-3%	-0.8%	6%

The list itself, from the start:
SMILES	Tau fluor counter	aGlu spleen mod	NPSR antag	GAA glycogen	ALDH1A1 inh	GAA inh	Epigenetic derep	GLA spleen mod
CC(C)(C)NC(=O)CN(C(=O)CS(=O)CC(=O)Nc1ccc(F)cc1)c1ccccc1F (stereo unspecified)	-11%	-1%	-11%	9%	-2%	-12%	1.1%	-22%
CC(=O)Nc1ccc(SCC(=O)Nc2sccc2C#N)cc1	2%	-3%	-5%	-8%	-2%	-2%	1.1%	-5%
O=S(=O)(c1ccccc1)N1CCN(c2nnnn2-c2ccccc2)CC1	-8%	-11%	-13%[46.1 µM]	-4%	-2%	?	-2.4%	-5%
Cc1c(Cl)c([N+](=O)[O-])nn1CC(=O)N1CCN(Cc2ccccc2)CC1	-1%	6%	-3%	-11%	-5%	9%	1.0%	1%
O=S(=O)(c1cccc(C(F)(F)F)c1)N1CCN(C(=S)NCc2ccco2)CC1	-13%	2%	-19%	3%	-4%	-11%	-1.3%	2%
CCOc1ccc(NC(=O)N2CCN(CC)CC2)cc1	-4%	5%	0%[46.1 µM]	5%	1%	-4%	0.9%	4%
CN(C)c1ccc(N=c2sc3ccccc3n2C)cc1	?	-1%	?	11%	2µM*	-9%	-1.5%	1%
Cc1cccc(C)c1NC(=O)NN1C(C)CCCC1C (stereo unspecified)	-3%	-4%	16%	0%	9%	0%	15%	-3%
Cc1nc(NS(=O)(=O)c2ccccc2)sc1NC(=O)Nc1ccc(Cl)cc1	?	3%	3%	?	.	.	0.0%	0%
CCCN1C(=O)c2cc(C(=O)NC3CCCC3)ccc2C1O (stereo unspecified)	0%	1%	-6%[46.1 µM]	3%	?	?	1.8%	-9%
CC(C)(C)C1CCc2c(C(=O)NNC(=O)CCCC(=O)O)csc2C1 (stereo unspecified)	9%	6%	14%	-3%	-3%	1%	-6.1%	2%
COc1ccc(C(=O)NCC(=O)NCC(=O)OCc2ccc(Br)cc2)cc1	-2%	0%	9%	-12%	-5%	11%	1.1%	7%
Cc1cc(C)c[n+](CC(=O)c2ccc(-c3ccccc3)cc2)c1	-8%	2%	33%	-4%	?	-3%	-0.8%	6%
COC(=O)c1cc(=O)c(O)c2c(O)c(O)ccc2c1	?	1%	.	.	11µM*	.	0.3%	4%
CC1CC(C)CN(C(=O)C2CCCN(S(=O)(=O)c3cccc4nonc34)C2)C1 (stereo unspecified)	-5%	5%	-22%[46.1 µM]	-2%	-11%	-7%	-0.7%	9%
FCCCOc1ccc(/C=N/OCc2c(Cl)cccc2Cl)cc1	-10%	-8%	-22%[46.1 µM]	5%	-2%	-2%	0.0%	-1%
CC(C)c1nnc(NC(=O)CCC(=O)N2CCN(C3CCCCC3)CC2)s1	-1%	-4%	-7%[46.1 µM]	4%	?	-15%	-4.3%	-9%
CC(C)CCCC(C)C1CCC2C3CC=C4CC(O)CCC4(C)C3CCC12C (stereo unspecified)	-12%	1%	.	.	9%	.	-0.3%	7%
c1csc(-c2nn3cnnc3c3ccccc23)c1	-9%	2%	4%	-10%	?	5%	-0.3%	1%
CC(C)(C)c1ccc(C(=O)C2CCCN(C(=O)C3CCOCC3)C2)cc1 (stereo unspecified)	-23%	1%	19%	-12%	-4%	?	4.5%	-2%
N#Cc1c(SCC(N)=O)nc2c(c1-c1ccncc1)CCCC2	2%	-1%	-4%	4%	-5%	1%	2.4%	6%
COC(=O)CSc1nc2nc(C)c(Br)cc2[nH]1	-11%	-3%	-1%[46.1 µM]	5%	-9%	10%	0.5%	-3%
COc1ccc(-n2nc([N+](=O)[O-])c(=NCc3ccc4c(c3)OCO4)n2O)cc1	-3%	4%	2%	-16%	?	2%	?	-2%
Cn1nnnc1SCc1ccc(C(=O)Nc2nccs2)cc1	-4%	-5%	-8%[46.1 µM]	3%	11%	?	1.0%	3%
COc1cc(OC)cc(C(=O)NC(=S)NNC(=O)[C@H]2C[C@@H]2c2ccccc2)c1	-27%	-1%	-2%	-7%	?	1%	1.3%	-1%
Cc1ccc(OCCN2CCN(C(=O)CCC(=O)Nc3nnc(CC(C)C)s3)CC2)cc1	-1%	1%	26%	0%	.	.	-3.9%	6%
CCC(C(=O)Nc1ccncc1)c1ccccc1 (stereo unspecified)	0%	-11%	19%	2%	-5%	2%	0.0%	-6%
C=CCn1c(SCC(=O)c2cc(C)n(CCOC)c2C)nc2sc(C)c(C)c2c1=O	-1%	-6%	-12%[46.1 µM]	19%	25µM*	-7%	9.9%	2%
COc1ccc(C2(CNC(=O)c3ccc(OC)c([N+](=O)[O-])c3)CCCCC2)cc1OC	-22%	-4%	-16%	-5%	-4%	-34%	-1.1%	-5%
COC(=O)NC(c1ccc2ccccc2c1)C(C(C)=O)C(=O)OC (stereo unspecified)	-12%[11.6 µM]	3%[17.4 µM]	.	.	-4%[13.5 µM]	.	0.8%[10.1 µM]	5%[17.5 µM]
CCOC(=O)C1Oc2ccccc2C(c2ccc(F)cc2)=C1C(=O)OC (stereo unspecified)	-14%[81.3 µM]	7%[119 µM]	.	.	-4%	.	-2.1%	-1%[119 µM]
CC(=O)Nc1ccc2c(c1)nc1n2CCSC1	-15%	-1%	-10%[46.1 µM]	-6%	7%	3%	-4.6%	0%
On1cnnc1-c1ccccc1	11%	-11%	22%[46.1 µM]	-6%	3%	9%	-1.0%	-25%
CCN(CC)C(=O)CSc1ncccc1-c1nc2ccccc2[nH]1	-9%	-16%	-56%	-4%	?	5%	4.5%	-3%
Cc1nc(-c2ccccc2)sc1-c1ccnn1C	-10%	.	-3%	0%	?	7%	-2.5%	14%
O=C(/C=C/c1ccc(Br)cc1)Nc1ccc(S(=O)(=O)Nc2ncccn2)cc1	-6%	4%	-35%	-5%	-6%	12%	-3.3%	6%
O=C(NCc1ccco1)c1ccccc1Nc1ccc(F)cc1	-25%	-2%	-12%[46.1 µM]	-28%	1%	4%	0.9%	3%
O=S1(=O)CC2SC(=S)N(c3ccccc3)C2C1 (stereo unspecified)	-1%	9%	11%	1%	.	.	-1.0%	15%
CCc1cccc(C)c1NC(=O)C1C2CCC(O2)C1C(=O)O (stereo unspecified)	-2%	0%	-10%[46.1 µM]	-4%	3%	-13%	-1.1%	-1%
CCOC(=O)COc1cc2oc(=O)cc(C)c2cc1[N+](=O)[O-]	-1%	-7%	-16%	16%	1%	-1%	2.5%	-4%
COc1ccccc1NC(=O)C1C2CCCCC21 (stereo unspecified)	-2%	4%	-5%[46.1 µM]	-3%	-6%	9%	0.0%	6%
CCCSC1=C(C#N)C2(CCCCC2)C(C#N)=C(N)N1	?	-3%	22%	-2%	2µM*	5%	7.4%	-3%
COc1ccc(C2NC(=O)CS2)cc1 (stereo unspecified)	5%	1%	2%[46.1 µM]	2%	-13%	3%	-0.8%	8%
CC(NC1CCCCC1)C(=O)NN=C(c1ccccc1)c1ccccc1 (stereo unspecified)	-9%	0%	?	11%	3.5µM*	.	1.1%	-10%
C=CCOC(=O)C1=C(C)N(C)C(=O)NC1c1cc2c(cc1Br)OCO2 (stereo unspecified)	-9%	-2%	-9%[46.1 µM]	5%	?	?	0.0%	2%
Cc1ccc(N2C(=O)CN(Cc3cccs3)C2=S)cc1C	-6%	6%	-6%	-6%	14%	3%	-1.1%	6%
Cc1ccc(S(=O)(=O)/C(C#N)=C/c2ccccc2OCc2ccccc2)cc1	1%	-4%	1%	-2%	?	3%	-1.0%	6%
CN1CCN(c2nc(Nc3cccc(C(F)(F)F)c3)nc(N3CCOCC3)n2)CC1	-11%	-14%	7%[46.1 µM]	4%	-7%	-9%	0.0%	0%
CC(C)Sc1nc2c(c(=O)n(C)c(=O)n2C)n1C	-4%	-2%	1%[46.1 µM]	-1%	-17%	0%	0.0%	1%
CCOC(=O)c1cc(-c2ccccc2)sc1NC(=O)C(C)OC(=O)c1cccnc1Cl (stereo unspecified)	-21%	-3%	-45%	5%	-14%	-1%	-3.0%	-2%

High-throughput results as filed in PubChem BioAssay.

An excerpt; rates above refer to the full screens.
